# Screens: PubChem, several laboratories
# IDE inh = human IDE inhibitors in live cells, primary screen, fluorescence polarization, HEK cells, FAbetaB substrate; FAbetaB cleavage; inhibition, % at 5.59 µM; 0.41% of 320,000 active; AID 434962, 2010;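 active means percent inhibition above the average of all tested compounds plus 3 SD, set per screening campaign, cut at about 16% in these data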;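 further: IDE supplied by intact live HEK cells; FP after avidin binding of uncleaved biotin substrate so inhibition keeps polarization high; 0% = DMSO wells and 100% = 60 µM reference IDE inhibitor Ii1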
# HCV NS3 hel inh = inhibitors of HCV NS3 helicase, primary screen, biochemical, Cy5 molecular beacon fluorescence; AID 1800, 2009; inhibition, % at 10.9 µM; 0.56% of 290,000 active; NS3 helicase DNA unwinding; Hepatitis C virus NS3 helicase;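 active means inhibition above the mean of all tested compounds plus 3 SD, set per campaign, cut at about 35% in these data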;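 further: 0% = DMSO wells and 100% = thioflavine S control wells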
#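 Measured by: Cy5 fluorescence, 0 and 60 min reads / Assay system: NS3 helicase fragment of HCV / Control set: low DMSO, high thioflavine S at 110 µM / Times: 1 h reaction at 25 °C, ATP-initiated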
# SUMO HTRF inh = inhibitors of in vitro SUMOylation cascade, primary screen, biochemical, HTRF, uHTS | AID 2006, 2009 | SUMO-conjugating enzyme UBC9 (Homo sapiens), P63279 | inhibition, % at 35 µM | 0.36% of 290,000 active | HTRF SUMOylation assay, SAE1/SAE2 + UBC9; in the data active means inhibition above about 50%, passing the limit was not always enough; inconclusive means no clear call, values can overlap the other calls; further: strong numbers were not always called active
# Target sequence (P63279 whole entry, looked up): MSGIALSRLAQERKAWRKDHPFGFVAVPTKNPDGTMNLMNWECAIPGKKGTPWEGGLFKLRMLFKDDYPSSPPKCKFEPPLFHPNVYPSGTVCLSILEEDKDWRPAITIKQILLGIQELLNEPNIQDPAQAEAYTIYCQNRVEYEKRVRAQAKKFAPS
# VIM-2 inh = VIM-2 metallo-beta-lactamase inhibitors, primary screen, biochemical, epi-absorbance readout, Pseudomonas aeruginosa enzyme | purified VIM-2, nitrocefin hydrolysis, epi-absorbance fluorescence | inhibition, % at 5.6 µM | 0.89% of 290,000 active;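 active means inhibition above the mean of all tested compounds plus 3 SD, cutoff set per screening run, cut at about 7.5% in these data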;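 further: red hydrolysis product quenches plate fluorescence so inhibitors raise well fluorescence; 0% = enzyme with DMSO and 100% = DMSO without enzyme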
# CRFBP-R2 block = antagonists of CRF-BP/CRF-R2 complex, primary screen, cell-based, HEK293, calcium dye fluorescence, uHTS. CRF-induced calcium fluorescence. inhibition, % at 11.8 µM. 0.59% of 350,000 active. AID 588475, 2011;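 active means inhibition of the ligand-induced calcium signal above about 50% at the single tested concentration, limit read from the data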
# GalR3 antag = GalR3 antagonists in HEK293 cells, primary screen, cell-based, fluorescence readout | 0.44% of 360,000 active | inhibition, % at 3 µM | AID 651719, 2012 | HEK293 GalR3-CNG cAMP membrane potential fluorescence; galR3 body fused to GalR1 C-terminus | Galanin receptor type 3 (Homo sapiens), O60755;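 active means inhibition above the screen-wide average plus 3 SD, cut at about 13% in these data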;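 further: forskolin and galanin both at EC90 stimulate the cells; cAMP rise reported by CNG channel membrane potential dye signal; 0% = forskolin plus galanin with DMSO and 100% = forskolin alone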
# Target sequence (O60755 1-299 limits assumed): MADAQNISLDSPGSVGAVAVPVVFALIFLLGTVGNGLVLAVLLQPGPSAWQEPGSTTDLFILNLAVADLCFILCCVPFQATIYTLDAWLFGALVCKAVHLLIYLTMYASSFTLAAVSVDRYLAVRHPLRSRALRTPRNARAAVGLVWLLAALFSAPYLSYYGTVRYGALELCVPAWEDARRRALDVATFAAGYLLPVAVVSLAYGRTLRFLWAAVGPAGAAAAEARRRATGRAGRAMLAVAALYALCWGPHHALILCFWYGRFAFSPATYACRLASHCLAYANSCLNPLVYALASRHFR
# IMP-1 inhibitor = IMP-1 metallo-beta-lactamase inhibitors, primary screen, biochemical, epi-absorbance readout, Pseudomonas aeruginosa enzyme | metallo-beta-lactamase IMP-1 (Pseudomonas aeruginosa) | purified IMP-1, nitrocefin hydrolysis, epi-absorbance fluorescence | inhibition, % at 5.6 µM | 0.45% of 290,000 active;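 active means inhibition above the mean plus 3 SD of all compounds in the same screening run, cut at about 4.5% in these data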;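 further: 0% = IMP-1 with DMSO and 100% = DMSO wells lacking enzyme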
#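 System: purified recombinant IMP-1 beta-lactamase. Medium: Zinc- and detergent-supplemented HEPES buffer, pH 7.1. Compound: one 5.6 µM dose […]. Schedule: 15 min preincubation plus 25 min reaction at 25 °C. Technique: Epi-absorbance fluorescence, 480 nm excitation, 530 nm emission.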
# IDE act = human IDE activators in live cells, primary screen, fluorescence polarization, HEK cells, FAbeta-B substrate; 0.073% of 340,000 active; Insulin-degrading enzyme (Homo sapiens), P14735; FAbeta-B cleavage; 0% vehicle, 100% cell-free pure enzyme wells; activation, % at 5.96 µM;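 active means activation above the mean of all tested compounds plus 3 SD, set per screening campaign, cut at about 17% in these data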
# p-CIP stab down = p/CIP-EGFP fusion destabilizers, primary screen, fluorescence, F442A cells | AID 1984, 2009 | decrease of EGFP signal, % at 10 µM | 0.01% of 290,000 active | Q05BA5 | 16 h;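 active means EGFP signal decrease of at least 30% at 10 µM or well 3 SD below plate mean, unless failing retest; inactive means the rest, including hits failing retest or dose response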; further: some compounds called inactive have numbers as strong as hits; many of its hits are not listed in these tables
# * hit, by the source's call; u = inconclusive; x = no result given; & = joins results of further samples.
SMILES,IDE inh,HCV NS3 hel inh,SUMO HTRF inh,VIM-2 inh,CRFBP-R2 block,GalR3 antag,IMP-1 inhibitor,IDE act,p-CIP stab down
O=C(c1ccc2nc(N3CCCCC3)sc2c1)N1CCN(c2ccccn2)CC1,4,x,18,x,11,8,x,-18,-7
Cc1ccc(/C=N/c2sc3c(c2C#N)CCC3)o1,2,15,9,0.1,-11,-2,1.6,-2,-8
Cc1ccc(C(=S)NCS(=O)(=O)c2ccc(C)cc2)cc1,0,6,-23,0.1,-20,-8,-2.2,-6,9
Cc1ccc2[nH]cc(CCNC(=O)c3ccco3)c2c1,1,-3,-4,-0.7,4,-6,0.2,2,-8
CC(=O)Nc1ccc(S(=O)(=O)NCc2nc(-c3ccccc3Cl)no2)cc1,-4,-4,-6,-2.3,2,-5,-1.9,3,-3
CCOC(=O)c1cc(C(C)(C)C)oc1CNC(=O)c1c(C)oc2c1CCCC2,-2,13,2,-2.8,-5,-4,0.1,12,-6
Cc1c(C(=O)OCC(=O)c2c(N)n(CC(C)C)c(=O)n(C)c2=O)oc2ccccc12,10,6,-28,1.3,-46,-7,-7.7,5,2
CCCCS(=O)(=O)c1sc2nc3c(cc2c1N)CCCC3,-3,-10,12,-2.5,-18,-5,-1.8,5,9
O=C(NCCN1CCOCC1)c1cc(Sc2cccc(Cl)c2)nc2ccccc12,5,-18,-8,-0.7,-16,3,-2.9,-8,-2
Cc1cc(C)c2sc(N(CCCN(C)C)C(=O)c3ccc(Br)s3)nc2c1,-3,-75,9,-2.5,-42,-9,-3.5,9,-1
Cc1ccc(C)c(NC(=O)CSc2nnc(-c3ccccc3)o2)c1,4,8,2,-4.9,21,5,-3.7,6,-21
COC(=O)c1ccc(COc2ccc(/C=N/Nc3nc(C)cc(=O)[nH]3)cc2)cc1,7,-26,24,-1.6,0,-2,-1.5,-1,-2
CCOC(=O)c1[nH]c2ccc(C)cc2c1N,0,4,-18,-3.3,1,-5,0.0,-6,-7
CCC(=O)OCC(=O)c1cc(C)n(-c2ccc(Br)cc2)c1C,-6,0,4,-0.6,19,-2,-2.5,7,0
CCC(CC)C(=O)NCCc1cc2ccc(C)cc2[nH]c1=O,5,1,18,-4.3,2,-1,-2.6,7,-10
COc1ccc(CCNC(=O)CCCOc2cccc(C)c2C)cc1OC,1,-13,-4,0.9,-3,-5,4.1,7,0
Cc1cc(=O)[nH]c(/N=C(\N)Nc2ccc(SC(F)F)cc2)n1,1,8,6,-0.5,-2,-6,-1.5,-2,-12
COCCCNC(=O)C1CCC(CNS(=O)(=O)c2ccc(OC)cc2)CC1 (centres undefined),3,3,-10,-1.8,6,5,-1.6,7,8
CCN(CC(O)c1cccc(O)c1)C(=O)C12CC3CC(CC(C3)C1)C2 (centres undefined),-7,-44,7,-0.9,-12,17*,-1.2,3,3
Cc1ccc(C2(C)NC(=O)N(CC(=O)Nc3ccc(Cl)c(S(=O)(=O)N4CCCCC4)c3)C2=O)cc1 (centres undefined),-1,x,x,x,-10,-2,x,-4,x
O=C(O)c1cnn(-c2ccccc2)c1-n1cccc1,-4,9,9,-4.5,-19,x,-4.1,0,-2
Cc1cc(C)c2c(CN3CCC(C)CC3)cc(=O)oc2c1,2,7,-6,-2.0,-13,-8,-1.9,5,-2
CCCCCn1c(=O)[nH]c2cc(C(=O)NCCCN(C)Cc3ccccc3)ccc2c1=O,0,-19,4,1.3,-22,-2,-2.5,5,2
COC(C(=O)NCc1ccccc1C)c1ccccc1 (centres undefined),-1,-17,-9,-2.0,17,-2,-2.6,9,-10
Cc1ccc(NC(=O)/C(=C/c2ccc([N+](=O)[O-])cc2)NC(=O)c2ccccc2)cc1,-5,3,43,-1.2,10,6,-1.0,2,-10
COc1cccc(-c2c(C(=O)N/N=C/c3sccc3C)nnn2-c2nonc2N)c1,-4,-2,0,-1.3,-18,x,-1.3,-1,-5
Cc1c(O)ccc2c(CC(=O)N[C@@H](Cc3ccccc3)C(=O)O)cc(=O)oc12,x,-1,u,-3.6,-3,-10,-0.1,0,9
CSc1ccccc1NC(=O)CN1CCN(S(=O)(=O)c2ccccc2[N+](=O)[O-])CC1,-1,x,x,x,12,-3,x,5,x
CCOCCCn1c(SCC(=O)NC2CCCC2)nc2ccccc2c1=O,-3,7,0,0.1,2,3,-1.9,7,-3
CC(O)CNc1cc(N)c([N+](=O)[O-])cc1[N+](=O)[O-] (centres undefined),-2,4,3,-1.6,32,9,-0.7,6,-3
CN(C)CCOC(=O)C1(c2ccccc2)CCOCC1,-11&4,16&6,-34&6,-4.5&-3.5,3&3,-1&-4,-2.4&-3.4,7&-1,0&-7
CC(=O)Nc1ccc(OS(=O)(=O)c2ccc([N+](=O)[O-])cc2)cc1,2,1,-5,-0.4,28,-8,-1.4,-1,-16
CCC(CC)c1nnc(NC(=O)C2=NNC(=O)CC2)s1,8,1,-10,-0.8,10,-5,-2.1,2,3
N#Cc1ccc(/C=C/C(=O)c2cccnc2)cc1,-2,-8,1,0.6,-7,-2,-0.4,-5,1
COc1cc(/C=C2/SC(=O)NC2=O)ccc1Oc1ccc([N+](=O)[O-])cc1[N+](=O)[O-],0,11,24,-2.6,5,-1,-2.3,5,-9
Cc1ccc2nc3c(cc(C(=O)NCC4CCCO4)c(=N)n3CCCOC(C)C)c(=O)n2c1 (centres undefined),10,12,30,6.0,-15,-5,-4.4,2,2
Cc1c(Cl)cccc1NC(=O)c1cc(-c2ccco2)on1,0,8,30,0.4,-10,-9,-2.2,0,-11
COc1ccc(Nc2nnc(SCC(=O)/C=C3/N(C)c4ccccc4C3(C)C)s2)cc1,4,-17,-23,-2.9,-26,-4,-4.2,7,-14
Cn1c(CO)cnc1SCc1c(Cl)cccc1Cl,-4,-8,-9,0.0,-29,-6,-1.7,-1,-4
CC1(C(=O)NCc2ccccc2)Oc2ccccc2NC1=O (centres undefined),5,7,8,-3.5,2,-4,-3.4,4,-16
Cn1c2ccccc2c(=O)c2ccc(C#CC3(N)CCCCC3)cc21,4,-81,16,28*,-4,9,-2.8,4,-16
O=C(O)/C=C\C(=O)Nc1ccc(F)c(F)c1F,4,-11,4,-2.2,-8,0,-3.3,-7,5
CN(C)S(=O)(=O)c1ccc2c(c1)nc(CCC(=O)NCc1ccc(Cl)cc1)n2C,-2,4,-6,-3.6,-21,-3,-2.4,4,0
Cn1nc(C(F)(F)F)c(-c2ccc(Br)cc2)c1NC(=O)c1nccnc1C(=O)O,8,14,18,-3.6,2,1,-3.2,0,-12
CC1CCc2c(sc3ncn(CCO)c(=O)c23)C1 (centres undefined),1,0,19,-2.8,-6,1,-2.3,-5,10
CS(=O)(=O)N1CCC(C(=O)Nc2cccc(Cl)c2Cl)CC1,-2,3,0,-1.9,-4,-1,-1.4,4,1
O=C(CN1C(=O)C2C3C=CC(C4CC34)C2C1=O)Nc1cnc2ccccc2c1 (centres undefined),1,-1,10,-0.5,-6,-1,-3.3,-1,-3
CC(C)(C)C1=NN=C2c3ccccc3C(=O)C21 (centres undefined),3,-5,3,-1.1,-17,-12,-0.8,-4,5

# Some of the entries so far, with the structure last:
IDE inh	HCV NS3 hel inh	SUMO HTRF inh	VIM-2 inh	CRFBP-R2 block	GalR3 antag	IMP-1 inhibitor	IDE act	p-CIP stab down	SMILES
4	-11	4	-2.2	-8	0	-3.3	-7	5	O=C(O)/C=C\C(=O)Nc1ccc(F)c(F)c1F
-2	4	-6	-3.6	-21	-3	-2.4	4	0	CN(C)S(=O)(=O)c1ccc2c(c1)nc(CCC(=O)NCc1ccc(Cl)cc1)n2C
8	14	18	-3.6	2	1	-3.2	0	-12	Cn1nc(C(F)(F)F)c(-c2ccc(Br)cc2)c1NC(=O)c1nccnc1C(=O)O
1	0	19	-2.8	-6	1	-2.3	-5	10	CC1CCc2c(sc3ncn(CCO)c(=O)c23)C1 (centres undefined)
-2	3	0	-1.9	-4	-1	-1.4	4	1	CS(=O)(=O)N1CCC(C(=O)Nc2cccc(Cl)c2Cl)CC1
1	-1	10	-0.5	-6	-1	-3.3	-1	-3	O=C(CN1C(=O)C2C3C=CC(C4CC34)C2C1=O)Nc1cnc2ccccc2c1 (centres undefined)

# (next part)
SMILES,IDE inh,HCV NS3 hel inh,SUMO HTRF inh,VIM-2 inh,CRFBP-R2 block,GalR3 antag,IMP-1 inhibitor,IDE act,p-CIP stab down
CCCn1nnnc1NC(=O)c1cc(Cl)ccc1Cl,7,9,11,-3.4,7,-1,-3.7,0,1
CCOc1ccc(OCCC(=O)Nc2ccc3c(c2)OCO3)cc1,-2,x,x,x,7,-3,x,-5,x
COc1ccc(S(=O)(=O)N(C)c2ccc(C(=O)NCc3ccccn3)cc2)cc1,-1,-1,97,0.7,1,-2,0.5,1,-5
COC(=O)c1c(C)[nH]c(C)c1-c1ccc([N+](=O)[O-])cc1,0,-1,5,-1.0,17,-4,-2.9,4,1
CCn1nnnc1SCC(=O)N1CCCCC1,1,x,x,x,5,-1,x,4,x
COc1ccc(-n2c(Cn3nnc4ccccc43)nnc2SCC(=O)O)cc1,2,-9,10,-2.0,9,-2,-3.3,2,-1
CC(C)c1nnc(N2C(=O)c3oc4ccccc4c(=O)c3C2c2ccco2)s1 (centres undefined),2,6,19,-0.6,2,-3,-2.4,4,3
CC(C)Oc1ccc(S(=O)(=O)N2CCOCC2)cc1NC(=O)C1CSC2(C)CCC(=O)N12 (centres undefined),5,x,x,x,-3,-5,x,1,x
